ARFGAP1 inh = inhibitors of rat ARFGAP1. Q62848. Arfgap1-stimulated ARF1 GTP hydrolysis, GDP FP detection. inhibition, % at 16.5 µM. 360,000 compounds, 0.26% hits. AID 651572;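 active means inhibition above a per-plate limit, mean inhibition of low control wells plus 3 SD, cut at about 25% in these data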;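 further: 0% = DMSO wells with enzyme and 100% = wells lacking Arfgap1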
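System: truncated rat Arfgap1 GAP domain / Benchmarks: high control wells lacking Arfgap1, low control full reaction with DMSO / Times: compound-enzyme preincubation 20 min, reaction 120 min, detection 60 min, 25 °C / Repeats: one replicate per compound / Also added: human ARF1(Δ1-17)-GTP substrate / Measured by: Tracer-displacement fluorescence polarization with EDTA stop, 620/688 nm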
Tn6 DDE FP = inhibitors of Tn6 peptide binding to human fibrin DD(E). AID 720509. 370,000 compounds, 0.21% hits. Fibrin DD(E) TRITC-Tn6 fluorescence polarization displacement. P02675. inhibition, % at 8.3 µM;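 active means inhibition above a per-campaign cutoff: mean of compounds within control limits plus 3 SD, cut at about 15% in these data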;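 further: 0% = median of all compound wells on the plate and 100% = blocking peptide control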
ADAM10 inh = inhibitors of human ADAM10; O14672; recombinant ADAM10, EDANS/DABCYL FRET peptide cleavage, 3 h; inhibition, % at 7 µM; 370,000 compounds, 0.62% hits; AID 720582;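 active means inhibition above a per-campaign cutoff equal to the mean of compounds falling between control-based bounds plus 3 SD, cut at about 20% in these data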;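 further: 0% = DMSO wells while the 100% control is not disclosed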
ADAM17 inh = ADAM17 inhibition, QFRET primary screen | recombinant ADAM17, EDANS/DABCYL FRET peptide cleavage | inhibition, % at 6.95 µM | 370,000 compounds, 0.83% hits | AID 720648;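 active means inhibition above the mean of compounds lying between control limits plus 3 SD, set per campaign, cut at about 8.5% in these data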;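 further: 0% = DMSO-only wells as the low control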
ASAP1 GAP inh = blocks human ASAP1-stimulated Arf1 GTP hydrolysis; 360,000 compounds, 0.19% hits; AID 624377; Q9ULH1; inhibition, % at 16.5 µM; GDP FP detection; in the data active means inhibition above about 25%;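 further: 0% = vehicle with enzyme and substrate and 100% = no enzyme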
SIAE inh = human SIAE inhibition, primary screen. 370,000 compounds, 0.69% hits. inhibition, % at 9.66 µM. SIAE FP-Rh probe binding, fluorescence polarization. Q9HAT2;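 active means inhibition above a cutoff: mean of compounds within the control limits plus 3 SD of those, cut at about 17% in these data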;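 further: 0% = plate median of compound wells and 100% = probe without SIAE protein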
PLC-gamma1 inh = PLC-gamma1 (human) inhibition, primary screen | P19174 | purified PLC-gamma1, fluorogenic substrate, fluorescence | inhibition, % at 12.2 µM | 370,000 compounds, 0.84% hits | AID 720700; in the data active means inhibition above about 9.5%
Target sequence (P19174 whole entry, looked up): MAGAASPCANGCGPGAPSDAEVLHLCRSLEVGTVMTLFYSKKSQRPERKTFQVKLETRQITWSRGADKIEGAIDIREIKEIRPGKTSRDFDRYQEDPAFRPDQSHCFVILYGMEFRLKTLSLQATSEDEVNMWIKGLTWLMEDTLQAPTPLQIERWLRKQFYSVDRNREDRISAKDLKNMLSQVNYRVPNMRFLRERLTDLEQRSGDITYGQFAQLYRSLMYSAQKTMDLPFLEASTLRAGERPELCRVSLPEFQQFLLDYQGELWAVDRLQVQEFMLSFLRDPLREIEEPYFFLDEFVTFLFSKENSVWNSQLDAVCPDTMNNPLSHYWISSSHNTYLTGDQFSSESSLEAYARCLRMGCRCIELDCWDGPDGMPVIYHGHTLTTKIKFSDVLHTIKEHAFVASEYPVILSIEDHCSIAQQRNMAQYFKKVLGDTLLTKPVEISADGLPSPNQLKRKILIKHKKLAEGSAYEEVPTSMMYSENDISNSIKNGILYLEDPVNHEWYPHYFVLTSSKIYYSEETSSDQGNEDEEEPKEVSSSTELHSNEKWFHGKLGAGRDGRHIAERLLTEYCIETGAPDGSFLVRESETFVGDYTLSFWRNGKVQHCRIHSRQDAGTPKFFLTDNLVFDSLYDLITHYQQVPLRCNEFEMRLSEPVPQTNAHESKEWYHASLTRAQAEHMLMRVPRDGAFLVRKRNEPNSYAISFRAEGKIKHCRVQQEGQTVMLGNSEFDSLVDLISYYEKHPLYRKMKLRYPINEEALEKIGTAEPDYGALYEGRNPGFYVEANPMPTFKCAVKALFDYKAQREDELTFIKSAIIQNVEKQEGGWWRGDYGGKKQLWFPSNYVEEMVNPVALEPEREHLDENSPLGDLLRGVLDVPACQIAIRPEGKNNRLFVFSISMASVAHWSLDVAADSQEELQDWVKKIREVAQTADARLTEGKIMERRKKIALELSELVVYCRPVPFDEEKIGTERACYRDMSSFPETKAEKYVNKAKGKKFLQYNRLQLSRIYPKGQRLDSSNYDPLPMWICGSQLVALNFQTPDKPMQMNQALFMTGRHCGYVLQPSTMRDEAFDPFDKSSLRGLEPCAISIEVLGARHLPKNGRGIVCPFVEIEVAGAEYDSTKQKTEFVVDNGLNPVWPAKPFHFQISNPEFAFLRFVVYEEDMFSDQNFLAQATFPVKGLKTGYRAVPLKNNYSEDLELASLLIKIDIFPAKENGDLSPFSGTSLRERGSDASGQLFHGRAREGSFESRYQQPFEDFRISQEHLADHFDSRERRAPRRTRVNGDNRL
TDP2 inh = TDP2 (human) inhibition, absorbance primary screen; O95551; recombinant TDP2, T5PNP hydrolysis, p-nitrophenol absorbance 415 nm; inhibition, % at 12.8 µM; 370,000 compounds, 0.34% hits;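 active means inhibition above the mean of all tested compounds plus 3 SD, set per campaign, cut at about 25% in these data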;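 further: 0% = DMSO with enzyme and 100% = buffer with substrate but no TDP2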
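Test system: Human TDP2 enzyme | Reagent: 5 mM T5PNP | Compound dosing: 12.8 µM single point, 1% DMSO | Incubation: Enzyme reaction with compound for 2 h at 37 °C | Technique: p-Nitrophenol epi absorbance | Read-out: % inhibition relative to enzyme-containing and enzyme-free wells | Benchmarks: High control without enzyme, low control DMSO plus TDP2 | Replicates: Singlicate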
DDE Tn7 FP inh = inhibitors of Tn7 peptide binding to human fibrin DD(E); 370,000 compounds, 0.13% hits; FP displacement of FITC-Tn7 peptide from fibrin DD(E); 0% = median of compound wells per plate; P02675; inhibition, % at 8.3 µM;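 active means inhibition above the mean of compounds falling within the control limits plus 3 SD of them, cut at about 14% in these data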;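 further: 0% = plate median of compound wells and 100% = 10 µM Aha-Tn7 peptide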
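Assay system: Human clot-derived fibrin DD(E) complex | Buffer or medium: Tris/NaCl/CaCl2 buffer, pH 7.8 | Repeats: One replicate per compound | Benchmarks: Aha-Tn7 high control | Measure: % inhibition scaled between sample-field median and high-control FP | Schedule: 10 min plus 3 h, room temperature | Signal: Fluorescence polarization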
PLCb3 inh = blocks human PLC-beta3 enzyme activity; Q01970; Purified PLC-beta3, fluorogenic substrate, fluorescence; inhibition, % at 12.2 µM; 370,000 compounds, 0.18% hits; AID 720704; in the data active means inhibition above about 11%;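 further: 0% = median of compound wells on plate and 100% = full blocker control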
* = called active by the depositor; i = inactive.

1: O=C(N/N=C/c1ccc2c(c1)OCO2)c1cc(-c2ccco2)nc2ccccc12
2: Cn1c(=O)[nH]c2cc(Cl)cnc21
3: O=C(Cc1cccc2ccccc12)Nc1ccc(Br)cc1C(=O)O
4: CCc1ccccc1NC(=O)N[C@@H](C)C(=O)O
5: CCc1c(C)nc2ncnn2c1NCCc1ccc(OC)cc1
6: CCC(C)(C)n1nnnc1C(c1ccc2ncccc2c1)N1CCN(Cc2ccc3c(c2)OCO3)CC1 (stereo not drawn)
7: COC(=O)CN1C(=O)COc2ccc(S(=O)(=O)N3CCOCC3)cc21
8: CC(C)c1nnc(NC(=O)C2CCN(c3nc4ccccc4s3)CC2)s1
assay / entry,1,2,3,4,5,6,7,8
ARFGAP1 inh,-10,-1,-3,7,-2,1,-8,1
Tn6 DDE FP,3,-2,8,4,8,0,9,1
ADAM10 inh,i,-6,3,1,-6,3,3,-6
ADAM17 inh,-206,-4,-3,-2,-5,-1,-2,-6
ASAP1 GAP inh,3,-20,-16,-17,-2,2,-3,1
SIAE inh,-13,6,-9,9,2,-3,0,-7
PLC-gamma1 inh,-473,-4,-3,-1,-4,-4,-4,-1
TDP2 inh,9,7,10,7,8,-2,3,4
DDE Tn7 FP inh,6,-2,2,7,8,5,12,1
PLCb3 inh,i,-6,-13,0,-1,1,-3,-2

9: COc1ccc(C(=O)NCc2nnc(SCC(=O)Nc3nc4ccccc4s3)o2)cc1OC
10: COc1cc(/C=N/Nc2cccc(C)c2)ccc1OC(=O)c1cccs1
11: Cc1cnc(N=Nc2ccccc2)[nH]1
12: Cc1ccc(C2C3=C(CC(C)(C)CC3=O)N=C3c4ccccc4C(=O)C32)cc1 (stereo not drawn)
13: Cc1csc(SCC(=O)Nc2ccc(Cl)cn2)n1
14: OC[C@H]1O[C@@H](n2cnc3c(NC4CCCC4)nc(Cl)nc32)[C@H](O)[C@@H]1O
15: O=C(Cn1[nH]c(=O)c2ccccc2c1=O)OCC(=O)c1ccc(Br)cc1
16: Cc1cc(-n2c(C)cc(C(=O)COc3ccc([N+](=O)[O-])cc3)c2C)no1
assay / entry,9,10,11,12,13,14,15,16
ARFGAP1 inh,10,-11,4,13,3,-13,1,0
Tn6 DDE FP,-2,5,-3,-3,-4,1,-3,6
ADAM10 inh,1,-4,-1,3,-17,-5,1,-2
ADAM17 inh,3,-1,-1,8.7*,-2,-3,-4,-3
ASAP1 GAP inh,-5,-7,3,0,-3,-1,2,-4
SIAE inh,4,10,-2,-46,-3,0,-8,-2
PLC-gamma1 inh,-2,1,1,7,-3,0,2,-1
TDP2 inh,3,-2,-5,-17,-2,3,5,2
DDE Tn7 FP inh,-1,5,-2,5,-2,4,-3,-3
PLCb3 inh,3,-5,8,-4,-4,1,-1,-1

17: Cc1ccc2[nH]cc(CCNC(=O)CN3C(=O)c4ccccc4C3=O)c2c1
18: Cc1cc(C)cc(NC(=O)CN2C(=O)NC(Cc3c[nH]c4ccccc34)C2=O)c1 (stereo not drawn)
19: O=C1CCCc2c1cnc1ncnn21
20: C[C@H](CO)N1C[C@H](C)[C@@H](CN(C)S(=O)(=O)c2ccccc2)Oc2c(cccc2N(C)C)C1=O
21: Cc1ccc(N2CC(C(=O)Nc3ccc4c(c3)OCCO4)CC2=O)cc1 (stereo not drawn)
22: C[C@H](NC(=O)c1nc[nH]c1C(=O)N[C@@H](CCCCNC(=O)OC(C)(C)C)C(=O)OC(C)(C)C)C(=O)OCc1ccccc1
23: Cc1ccccc1CN1CCNC(=O)C1CC(=O)N(C)CCC1CCOCC1 (stereo not drawn)
24: CC(=O)N1c2ccc(S(=O)(=O)NCCC(=O)NCCc3cccc(C)c3)cc2CC1C (stereo not drawn)
assay / entry,17,18,19,20,21,22,23,24
ARFGAP1 inh,-5,18,-5,2,2,9,-1,1
Tn6 DDE FP,-4,-5,1,-2,0,-1,4,6
ADAM10 inh,0,-8,-3,-1,-1,29*,-23,-3
ADAM17 inh,2,2,-3,-4,0,15*,-9,-3
ASAP1 GAP inh,2,-7,4,12,-5,18,-7,-14
SIAE inh,3,4,9,1,1,-14,-6,-5
PLC-gamma1 inh,-1,1,-3,5,-4,3,-18,-1
TDP2 inh,8,-5,6,-5,-19,-12,5,8
DDE Tn7 FP inh,-3,0,-1,10,3,4,-4,-1
PLCb3 inh,2,-3,-4,-1,-6,4,-17,-5

25: COc1ccc(-c2cc(=O)oc3cc(O)ccc23)cc1
26: Cc1cc(C)n(-c2nc(SCC(=O)O)c3c4c(sc3n2)COC(C)(C)C4)n1
27: N#CCCN(NC(=O)OCc1ccccc1)C(=O)OCc1ccccc1
28: CC(O)c1nc2ccc(Cc3ccc4nc(C(C)O)[nH]c4c3)cc2[nH]1 (stereo not drawn)
29: O=c1[nH]c(=O)n([C@H]2C[C@H](O)[C@@H](CO)O2)cc1C(F)(F)F
30: O=C(CC(c1cccs1)S(=O)(=O)c1ccccc1)c1ccc(F)cc1 (stereo not drawn)
31: Nc1ccc(S(=O)(=O)Nc2ncccn2)cc1
32: CCCC(NC(=S)NCC1CCCO1)C12CC3CC(CC(C3)C1)C2 (stereo not drawn)
assay / entry,25,26,27,28,29,30,31,32
ARFGAP1 inh,10,-4,0,6,-20,10,3,-4
Tn6 DDE FP,7,2,-5,-6,2,-4,-8,9
ADAM10 inh,-88,-8,12,6,0,5,-8,-2
ADAM17 inh,-42,-5,3,-6,-5,-2,-6,1
ASAP1 GAP inh,2,-12,-5,12,-8,15,-6,6
SIAE inh,-6,-2,1,-3,4,-8,5,5
PLC-gamma1 inh,i,0,6,0,-5,2,2,0
TDP2 inh,-5,-1,-9,-2,-8,-3,0,-9
DDE Tn7 FP inh,6,-5,0,5,8,-7,3,1
PLCb3 inh,i,-8,7,0,0,8,5,1

Quoted from above: nos. 11 to 15
11: Cc1cnc(N=Nc2ccccc2)[nH]1
12: Cc1ccc(C2C3=C(CC(C)(C)CC3=O)N=C3c4ccccc4C(=O)C32)cc1 (stereo not drawn)
13: Cc1csc(SCC(=O)Nc2ccc(Cl)cn2)n1
14: OC[C@H]1O[C@@H](n2cnc3c(NC4CCCC4)nc(Cl)nc32)[C@H](O)[C@@H]1O
15: O=C(Cn1[nH]c(=O)c2ccccc2c1=O)OCC(=O)c1ccc(Br)cc1
assay / entry,11,12,13,14,15
ARFGAP1 inh,4,13,3,-13,1
Tn6 DDE FP,-3,-3,-4,1,-3
ADAM10 inh,-1,3,-17,-5,1
ADAM17 inh,-1,8.7*,-2,-3,-4
ASAP1 GAP inh,3,0,-3,-1,2
SIAE inh,-2,-46,-3,0,-8
PLC-gamma1 inh,1,7,-3,0,2
TDP2 inh,-5,-17,-2,3,5
DDE Tn7 FP inh,-2,5,-2,4,-3
PLCb3 inh,8,-4,-4,1,-1

Carrying on.
33: C=CCn1c2ccccc2c(=O)c2cc(C#CC[C@@H](C)O)ccc21
34: CCOC(=O)c1ccc(NC(=O)CNNC(=O)COc2ccccc2C)cc1
35: CCOc1ccc(C=NC23CN4CN(CN(C4)C2)C3)cc1
36: Nc1ccccc1C(=O)Nc1cccc(C(=O)O)c1
37: CCOC(=O)C1CCN(C(=O)c2cc3ccccc3oc2=O)CC1
38: COc1ccc(Nc2cc3n(c(=O)n2)CCc2cc(OC)c(OC)cc2-3)c(C)c1
39: Cn1c(O)c(N=NC(=N)N)c2ccccc21
40: CCCCNC(=O)c1nc(-c2cccnc2)oc1-c1ccc(OC(F)(F)F)cc1
assay / entry,33,34,35,36,37,38,39,40
ARFGAP1 inh,2,-7,5,2,-5,1,-12,1
Tn6 DDE FP,5,4,0,6,-1,-5,2,6
ADAM10 inh,i,5,3,-73,-3,-187,5,-7
ADAM17 inh,-328,0,0,-26,-2,-70,1,7
ASAP1 GAP inh,-6,10,-9,-5,-10,6,-2,-10
SIAE inh,-10,-2,4,5,-4,6,-3,-4
PLC-gamma1 inh,-316,1,0,-29,-1,-194,5,9
TDP2 inh,-4,-13,5,4,20,-12,13,-15
DDE Tn7 FP inh,-3,1,2,7,-1,-1,-3,-4
PLCb3 inh,-340,-5,1,-27,-8,-269,0,4

41: COc1ccc(C(=O)NCCN2CCOCC2)cc1S(=O)(=O)Nc1ccc(C)cc1
42: CNC(=O)c1c(NC(=O)c2ccc3ncsc3c2)sc(C)c1C
43: CC(=O)OCCNc1cc(N2CCN(C)CC2)c2noc3c2c1C(=O)c1ccccc1-3
44: Cc1ccc(S(=O)(=O)N/N=C\c2ccc([N+](=O)[O-])o2)cc1C
45: CCC1(CC)Cc2ccccc2-c2nc3ccccc3c(=O)n21
46: Cn1c(C(=O)Nc2ccccc2)cc2sccc21
assay / entry,41,42,43,44,45,46
ARFGAP1 inh,2,10,-10,-5,16,14
Tn6 DDE FP,0,-8,10,3,5,-1
ADAM10 inh,-11,-26,-13,2,2,-4
ADAM17 inh,1,-5,-1,-4,1,1
ASAP1 GAP inh,-2,4,-10,2,16,31*
SIAE inh,0,-6,16,0,-2,0
PLC-gamma1 inh,1,-165,-1,0,-6,2
TDP2 inh,-9,-1,-1,12,9,-6
DDE Tn7 FP inh,3,-2,2,-4,-7,-2
PLCb3 inh,-2,-172,3,-3,-8,2

An excerpt from above in order of the ASAP1 GAP inh value, high to low:
46: Cn1c(C(=O)Nc2ccccc2)cc2sccc21
42: CNC(=O)c1c(NC(=O)c2ccc3ncsc3c2)sc(C)c1C
43: CC(=O)OCCNc1cc(N2CCN(C)CC2)c2noc3c2c1C(=O)c1ccccc1-3
assay / entry,46,42,43
ARFGAP1 inh,14,10,-10
Tn6 DDE FP,-1,-8,10
ADAM10 inh,-4,-26,-13
ADAM17 inh,1,-5,-1
ASAP1 GAP inh,31*,4,-10
SIAE inh,0,-6,16
PLC-gamma1 inh,2,-165,-1
TDP2 inh,-6,-1,-1
DDE Tn7 FP inh,-2,-2,2
PLCb3 inh,2,-172,3

Screening results from PubChem BioAssay.
